Screens deposited in PubChem by National Center for Advancing Translational Sciences (NCATS).
KB-3-1 tox: kills parental KB-3-1 adenocarcinoma cells; KB-3-1 viability, CellTiter-Glo ATP luminescence, 72 h; Potency, µM (top dose mostly 46.1 µM), without a hit: at the top dose activity change, negative = cytotoxic, usual class: cytotoxic; 400,000 tested, 1.4% active; AID 1347075; also: potency is read from the fitted curve at half-maximal effect; % is scaled to controls: 0 for no effect and ±100 for the full control effect; nearly all actives have a fitted effect of over 60% in size
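Using CellTiter-Glo luminescence, growth of non-resistant KB-3-1 adenocarcinoma cells is assessed 72 h after pin-tool compound addition at 37 °C. Normalized responses across the concentration series yield fitted curves.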
IL1B secr inh: blocks inflammasome-driven IL-1 beta release. 360,000 tested, 4.7% active. THP-1 LPS/ATP IL-1B secretion, AlphaLISA, 16 h; stronger effect = lower value. activity change, % at 57.5 µM; in the data active = activity change below about -50%; inconclusive = mostly about -30% to -49%; also: % is scaled to controls: 0 for no effect and ±100 for the full control effect
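Secreted IL-1B measured by AlphaLISA bead assay after 16 h compound exposure of THP-1 cells; compounds (final up to 57.5 uM) added 1 h before LPS (250 ng/mL) and ATP (1.25 mM) stimulation; lower signal means less secretion.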
D3 ag: D3 dopamine receptor (human) agonism; P35462; D3R DiscoveRx beta-arrestin cells, luminescence, 90 min; max activation, %; 410,000 tested, 0.58% active; AID 652048; in the data active = max activation above about 30%; also: 0% is about no effect; mostly tested at two doses, the higher about 12 µM
Target sequence (P35462 whole entry, looked up): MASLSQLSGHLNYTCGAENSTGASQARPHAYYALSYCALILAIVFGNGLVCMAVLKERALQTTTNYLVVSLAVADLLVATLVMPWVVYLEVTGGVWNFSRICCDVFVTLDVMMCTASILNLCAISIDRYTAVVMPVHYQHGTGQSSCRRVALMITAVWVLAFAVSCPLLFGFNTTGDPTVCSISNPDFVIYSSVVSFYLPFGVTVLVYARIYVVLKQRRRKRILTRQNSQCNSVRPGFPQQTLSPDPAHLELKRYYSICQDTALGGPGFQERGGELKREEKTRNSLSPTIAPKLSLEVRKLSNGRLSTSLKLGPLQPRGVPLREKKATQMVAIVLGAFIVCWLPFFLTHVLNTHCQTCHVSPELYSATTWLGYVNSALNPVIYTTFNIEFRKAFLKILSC
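Cells at 1500/well, incubated overnight, then treated with pinned compounds (dopamine as control) for 90 min at 37 degrees C. DiscoveRx reagent added for 30 - 60 minutes at room temperature; luminescence read.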
SW480 rerep: DNA re-replication induction in SW480 cells; SW480 DNA re-replication, Hoechst DNA content imaging, 48 h; Potency, µM (highest dose often 46.1 µM), for inactives: top-dose re-replication activation, actives largely listed as activators; 340,000 tested, 1.8% active; also: potency is read from the fitted curve at half-maximal effect; % of control where 0% means no effect; nearly all actives have a fitted effect of over 55% in size
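Readout is total intensity of Hoechst-stained nuclei, excited at 405 nm and collected at 500-530 nm. Compound treatment lasted 48 hr at 37 C in 5% CO2 before staining.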
D3 antag: antagonists of human D3 dopamine receptor. 360,000 tested, 2.5% active. D3R cells, DiscoveRx beta-arrestin luminescence, antagonist mode; stronger effect = lower value. max response, negative = inhibition, %. AID 652054; in the data active = max response below about -50%; inconclusive = no clear call, values can overlap the other calls; also: % is scaled to controls: 0 for no effect and ±100 for the full control effect; mostly tested at two doses, the higher about 12 µM
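Cells expressing the human receptor were seeded at 1500 cells/well, incubated overnight at 37 degrees C in 5% CO2, then exposed to library compounds with dopamine controls for 90 minutes at 37 degrees C before luminescent detection.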
HT1080NT lethal: kills 2HG-producing HT-1080-NT fibrosarcoma cells; Potency, µM (top dose mostly 46.1 µM), for inactives: top-dose activity, negative = less viability, hits mostly cytotoxic; 360,000 tested, 1.6% active; HT-1080-NT fibrosarcoma viability, CellTiter-Glo ATP luminescence, 48 h;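 also: NT is the 2HG producing partner of a matched IDH1 knockdown line; potency is read from the fitted curve at half-maximal effect; 0% = DMSO-treated cells and -100% = media-only wells without cells; nearly all actives have a fitted effect of over 55% in size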
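750 cells/well, RPMI + 5% FBS; 2 h settle, compound pin-transfer, 48 h at 37 degrees C. CellTiter-Glo 10 min RT, luminescence. Normalized to DMSO and media-only wells.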
KB-V1 cytotox: kills drug-selected multidrug resistant KB-V1 cells; KB-V1 MDR cells viability, CellTiter-Glo, 72 h; Potency, µM (top dose mostly 46.1 µM), for inactives: top-dose activity change, negative = cytotoxicity, hits mostly cytotoxic; 400,000 tested, 3.4% active; AID 1347076; also: potency is read from the fitted curve at half-maximal effect; % is scaled to controls: 0 for no effect and ±100 for the full control effect; nearly all actives have a fitted effect of over 60% in size
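KB-V1, DMEM (no phenol red) + 10% FBS; cpd pin-transferred, titration series; 72 h, 37 degrees C; CellTiter-Glo, luminescence. Data normalized, curve-fit.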
GLP-1R agonist: GLP-1 receptor (human) agonism; 380,000 tested, 0.007% active; P43220; HEK293 GLP-1R CRE-luciferase, luminescence, 4-6 h; cells express a hypersensitive GLP-1R form; Potency, µM (doses to about 45.6 µM), without a hit: at the highest dose activation, most hits filed as activators; AID 624172; also: potency is read from the fitted curve at half-maximal effect; % of control where 0% means no effect
Target sequence (P43220 whole entry, looked up): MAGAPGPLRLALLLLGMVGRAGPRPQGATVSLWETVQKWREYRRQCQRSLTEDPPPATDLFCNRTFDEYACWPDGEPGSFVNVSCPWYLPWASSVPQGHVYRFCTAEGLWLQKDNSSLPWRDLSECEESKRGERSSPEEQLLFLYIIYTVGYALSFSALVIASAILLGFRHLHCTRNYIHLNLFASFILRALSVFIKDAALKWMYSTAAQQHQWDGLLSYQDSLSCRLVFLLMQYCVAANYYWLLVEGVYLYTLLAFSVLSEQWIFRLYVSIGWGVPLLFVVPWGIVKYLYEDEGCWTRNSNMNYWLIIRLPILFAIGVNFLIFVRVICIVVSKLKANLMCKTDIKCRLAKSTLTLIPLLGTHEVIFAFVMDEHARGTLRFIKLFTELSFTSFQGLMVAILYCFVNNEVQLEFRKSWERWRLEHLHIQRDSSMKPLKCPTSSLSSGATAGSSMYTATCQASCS
HT1080 IDH1KD tx: kills HT-1080 cells with IDH1 knockdown. HT-1080 IDH1 knockdown viability, ATP luminescence, 48 h. Potency, µM (highest dose often 46.1 µM), inactives show top-dose activity, negative = toxicity, hits mostly cytotoxic. 360,000 tested, 2% active. AID 686971;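 also: potency is read from the fitted curve at half-maximal effect; 0% = DMSO wells and -100% = cell-free medium wells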
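HT-1080-IDH1KD cells (IDH1 knocked down), 750/well in RPMI with 5% FBS, treated with compound 48 h at 37 degrees C. Viability by CellTiter-Glo luminescence, normalised to DMSO and no-cell wells; concentration-response curves classed.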
Numbers without * were called inactive; ? = inconclusive; nt = not tested or not shown; [ ] = remark or other dose. Unless noted, calls follow the shape of the dose curve; as a rule, active = well fitted curve in the direction sought with a large enough effect; inconclusive = small, poorly fitted or top-dose-only effect, or another doubt; inactive = no such curve, though single readings can be large; an effect the other way counts as inactive or inconclusive.

1	COC(=O)c1cc(S(=O)(=O)NCCCc2ccco2)c[nH]1
2	O=C(NCC1CCCO1)c1ccccc1OCc1ccc(Cl)cc1 (stereo not given)
3	COc1cc(OC)cc(C(=O)Nc2ccccc2S(=O)(=O)N2CCCC2OC(C)=O)c1 (stereo not given)
4	CN(Cc1ccccc1F)c1nc(-c2cccs2)nc2ccccc12
5	COc1ccc(NC(=S)NNC(=O)C2CC2c2ccc(C)cc2)cc1 (stereo not given)

assay / entry	1	2	3	4	5
KB-3-1 tox	-14%	-29%	14%	-30%	9%
IL1B secr inh	29	4	80	-12	0
D3 ag	7	6	11	5	-1
SW480 rerep	-4%	3%	6%	?	18µM*
D3 antag	9	19	0	8	-24
HT1080NT lethal	-3%	9%	3%	-16%	1%
KB-V1 cytotox	5%	3.7µM*	-1%	?	2%
GLP-1R agonist	4%	23%	24%	25%	3%
HT1080 IDH1KD tx	-2%	3%	-12%	-14%	3%

6	CCN(CC)C(=O)C1CCN(C(=O)c2oc3ccc(C)cc3c2C)CC1
7	O=C(CCCN1C(=O)CCC1=O)Nc1ccc2c(c1)OCO2
8	CC(C)(CO)NCc1c(OCc2ccc(Cl)cc2)ccc2ccccc12
9	NC(=O)C1=C(N=C2CCCCC2)CCCC1
10	Cn1c(=O)c2c(nc(Oc3ccc(C#N)cc3)n2Cc2ccc(Cl)cc2Cl)n(C)c1=O

assay / entry	6	7	8	9	10
KB-3-1 tox	-8%	-9%	23µM*	7%	-22%
IL1B secr inh	0	23	-106*	3	nt
D3 ag	-5	12	-17	2	-9
SW480 rerep	-1%	-5%	?	-2%	nt
D3 antag	-10	0	-19	3	nt
HT1080NT lethal	-9%	12%	?	11%	nt
KB-V1 cytotox	-26%	-3%	-28%	-9%	5%
GLP-1R agonist	15%	-12%	0%	-2%	0%
HT1080 IDH1KD tx	0%	13%	?	1%	nt

11	CCCn1c(C(O)c2ccc3c(c2)OCO3)nc2ccccc21 (stereo not given)
12	CCC(C(=O)NCc1ccncc1)c1ccccc1 (stereo not given)
13	Cc1sc(NC(=O)C2CCCCC2C(=O)O)c(C(N)=O)c1-c1ccc(C(C)(C)C)cc1 (stereo not given)
14	Cn1cnnc1SCC(=O)Nc1cc(S(=O)(=O)N2CCCCC2)ccc1Cl
15	Cc1ccc2oc(C(=O)NCCC3CCCCO3)c(C)c2c1 (stereo not given)

assay / entry	11	12	13	14	15
KB-3-1 tox	-16%	16%	-20%	5%	4%
IL1B secr inh	?	15	15	17	4
D3 ag	2	11	4	0	-6
SW480 rerep	15µM*	-8%	-4%	-15%	0%
D3 antag	8	3	0	8	0
HT1080NT lethal	-12%	-5%	-13%	0%	-13%
KB-V1 cytotox	-3%	39%	-9%	2%	?
GLP-1R agonist	0%	1%	-1%	15%	-4%
HT1080 IDH1KD tx	-2%[9.24 µM]	12%	-12%	-1%	-5%

16	O=C(NCc1ccco1)c1cc(-c2cccnc2)nc2ccccc12
17	CC(O)[C@H]1CNCCN1CCc1cc(C(F)(F)F)cc(C(F)(F)F)c1 (stereo not given in full)
18	COc1cc(CN2CCN(C3CCC3)CC2CCO)cc(OC)c1 (stereo not given)
19	Nc1c(C(=O)NC2CC2)c2nc3ccccc3nc2n1-c1ccc2c(c1)OCO2
20	Cc1ccc(C(=O)NNC(=O)c2cc3ccccc3cc2O)cc1

assay / entry	16	17	18	19	20
KB-3-1 tox	2%	3%	12%	-11%	?
IL1B secr inh	0	?	19	-51*	99
D3 ag	-10	-28	2	1	0
SW480 rerep	-5%	-4%	26%	?	26%
D3 antag	-25	?	2	8	19
HT1080NT lethal	3%	-5%	15%	-2%	-21%
KB-V1 cytotox	-11%	-3%	7%	-9%	?
GLP-1R agonist	-2%	3%	-1%	-17%	-12%
HT1080 IDH1KD tx	-4%	2%	4%	-3%	-26%

21	COc1cccc2c(SCC(=O)N/N=C/c3ccccc3)cc(C)nc12
22	CCOc1ccc2nc3cc(N=Nc4ccc(N)nc4N)ccc3c(N)c2c1
23	CCOc1ccccc1-n1nnnc1SCC(=O)NC(=O)Nc1ccc2c(c1)OCCO2
24	Cc1ccc(CN2CCCN(Cc3c(F)cccc3Cl)S2(=O)=O)cc1
25	CC(Sc1nnc(-c2ccccc2F)o1)C(=O)Nc1ccc(N2CCOCC2)cc1 (stereo not given)

assay / entry	21	22	23	24	25
KB-3-1 tox	-13%	?	-5%	-4%	-4%
IL1B secr inh	0	38	-4	3	-10
D3 ag	-1	-5	-11	5	-22
SW480 rerep	?	?	6%	17%	4%
D3 antag	5	-7	0	3	0
HT1080NT lethal	-1%	8%	-7%	8%	-5%
KB-V1 cytotox	?	-22%	0%	-2%	-15%
GLP-1R agonist	7%	-6%	-5%	7%	0%
HT1080 IDH1KD tx	-8%	19%	2%	1%	-9%

26	COc1cc(/C=C(\C#N)C(N)=O)ccc1OS(=O)(=O)c1ccc(C)cc1
27	COC(C(=O)N/N=C(\C)c1ccc(C)cc1)c1ccccc1 (stereo not given)
28	S=C(Nc1ccccc1Cl)N1CCN(c2ccccn2)CC1
29	COc1cccc(C(C(=O)NCc2ccccc2)N2CCN(c3cccc(C)c3C)CC2)c1OC (stereo not given)
30	COc1cccc(C(C(=O)NC2CCCCC2)N(CC2CCCO2)C(=O)CNC(=O)c2ccco2)c1 (stereo not given)

assay / entry	26	27	28	29	30
KB-3-1 tox	10%	-7%	-2%	?	7%
IL1B secr inh	-13	-8	-5	?	-14
D3 ag	-4	-7	10	2	-1
SW480 rerep	?	2%	-5%	nt	-1%
D3 antag	-28	-20	13	3	-1
HT1080NT lethal	-27%	1%	-15%	?	-4%
KB-V1 cytotox	23%	0%	-4%	16µM*	-9%
GLP-1R agonist	11%	3%	1%	nt	2%
HT1080 IDH1KD tx	-28%	5%	-17%	?	-4%

31	CC(C)c1nnc(NC(=O)CCC(=O)NCc2ccco2)s1
32	CCOC(=O)COc1nc(-c2ccc(Cl)cc2)cc(-c2ccco2)c1C#N
33	CCCCC(=O)NN(C)c1nc(-c2ccccc2)nnc1C(F)(F)F
34	Cc1ccc(/C=C/C(=O)O)cc1S(=O)(=O)N1CCc2ccccc21
35	O=C(CSc1nnc(-c2ccccn2)n1Cc1ccccc1)NC1CCCC1

assay / entry	31	32	33	34	35
KB-3-1 tox	-2%	-16%	0%	-3%	-15%
IL1B secr inh	7	nt	6	9	?
D3 ag	6	10	-4	12	-8
SW480 rerep	0%	-35%[inhibitor]	4%	2%	1%[9.22 µM]
D3 antag	-18	14	7	-2	0
HT1080NT lethal	12%	20%	3%	3%	0%
KB-V1 cytotox	0%	0%	-26%	0%	-17%
GLP-1R agonist	-1%	0%	-7%	2%	4%
HT1080 IDH1KD tx	0%	24%	-6%	5%	-2%

Full records as entered above.
Profile of `CC(Sc1nnc(-c2ccccc2F)o1)C(=O)Nc1ccc(N2CCOCC2)cc1` (stereo not given) → KB-3-1 tox = -4%; IL1B secr inh = -10; D3 ag = -22; SW480 rerep = 4%; D3 antag = 0; HT1080NT lethal = -5%; KB-V1 cytotox = -15%; GLP-1R agonist = 0%; HT1080 IDH1KD tx = -9%
Profile of `CCOc1ccccc1-n1nnnc1SCC(=O)NC(=O)Nc1ccc2c(c1)OCCO2` → KB-3-1 tox = -5%; IL1B secr inh = -4; D3 ag = -11; SW480 rerep = 6%; D3 antag = 0; HT1080NT lethal = -7%; KB-V1 cytotox = 0%; GLP-1R agonist = -5%; HT1080 IDH1KD tx = 2%

New compounds follow.
36	COc1ccccc1C(=O)NCC(=O)N/N=C/c1ccc([N+](=O)[O-])cc1
37	Cc1ccc(NC(=O)C2CCCN2S(=O)(=O)c2cccc3cccnc23)cc1F (stereo not given)
38	CN1C(=O)C(O)(CC(=O)/C=C/C=C/c2ccccc2)c2ccccc21 (stereo not given)
39	CCN(CC)CCC(c1cc(OC)c(OC)c(OC)c1)c1c(O)cc(OC)cc1OC (stereo not given)
40	NC(=O)c1ccccc1NC(=O)c1ccccc1Cl

assay / entry	36	37	38	39	40
KB-3-1 tox	2%	-6%	9%	-5%	2%
IL1B secr inh	-27	12	?	21	-2
D3 ag	0	6	2	-12	-4
SW480 rerep	-13%	-3%	-5%	-15%	3%
D3 antag	-1	45	-15	5	-24
HT1080NT lethal	0%	0%	9%	0%	1%
KB-V1 cytotox	-5%	-30%	6%	24%	0%
GLP-1R agonist	-4%	18%	3%	0%	-6%
HT1080 IDH1KD tx	9%	-2%	0%	0%	-3%

41	O=C(Nc1c(-c2ccccc2)[nH][nH]c1=O)c1ccccc1
42	CC(C)CNC(=O)CSc1nc2scc(-c3ccccc3)c2c(=O)[nH]1
43	Cc1ccc(S(=O)(=O)N(CC(=O)O)Cc2ccco2)cc1
44	CC(=O)Nc1ccc(S(=O)(=O)NCCS(=O)(=O)N2CCN(c3ccccc3)CC2)cc1
45	COc1ccc(OC(C)C(=O)N(C)Cc2nc(-c3ccc(OC)cc3)no2)cc1 (stereo not given)
46	C/C(=N\O)c1ccco1

assay / entry	41	42	43	44	45	46
KB-3-1 tox	10%	-1%	3%	-23%	?	20%
IL1B secr inh	14	24	3	46	25	13
D3 ag	-6	48*	3	4	40*	17
SW480 rerep	nt	-7%	0%	25%	-18%	-7%
D3 antag	-20	15	14	28	2	0
HT1080NT lethal	18%	-8%	0%	-20%	?	3%
KB-V1 cytotox	7%	?	0%	0%	18µM*	7%
GLP-1R agonist	nt	-4%	-6%	2%	8%	3%
HT1080 IDH1KD tx	10%	0%	-5%	-12%	0%	4%
